Bioassay records: PubChem BioAssay, Sanford-Burnham Center for Chemical Genomics
Artemis endo inh: Artemis endonuclease inhibitors, primary screen, biochemical, fluorescence intensity, FAM/BHQ-1 hairpin substrate; actives 0.78% (n = 30,000); AID 686954, 2013; Protein artemis (Homo sapiens), Q96SD1; inhibition, % at 10 µM; recombinant Artemis, quenched FAM hairpin cleavage fluorescence;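 active = at 10 µM dose, at least 30% inhibition, measured as corrected fluorescence normalized to stimulator and neutral control wells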
Target sequence (Q96SD1 whole entry, looked up): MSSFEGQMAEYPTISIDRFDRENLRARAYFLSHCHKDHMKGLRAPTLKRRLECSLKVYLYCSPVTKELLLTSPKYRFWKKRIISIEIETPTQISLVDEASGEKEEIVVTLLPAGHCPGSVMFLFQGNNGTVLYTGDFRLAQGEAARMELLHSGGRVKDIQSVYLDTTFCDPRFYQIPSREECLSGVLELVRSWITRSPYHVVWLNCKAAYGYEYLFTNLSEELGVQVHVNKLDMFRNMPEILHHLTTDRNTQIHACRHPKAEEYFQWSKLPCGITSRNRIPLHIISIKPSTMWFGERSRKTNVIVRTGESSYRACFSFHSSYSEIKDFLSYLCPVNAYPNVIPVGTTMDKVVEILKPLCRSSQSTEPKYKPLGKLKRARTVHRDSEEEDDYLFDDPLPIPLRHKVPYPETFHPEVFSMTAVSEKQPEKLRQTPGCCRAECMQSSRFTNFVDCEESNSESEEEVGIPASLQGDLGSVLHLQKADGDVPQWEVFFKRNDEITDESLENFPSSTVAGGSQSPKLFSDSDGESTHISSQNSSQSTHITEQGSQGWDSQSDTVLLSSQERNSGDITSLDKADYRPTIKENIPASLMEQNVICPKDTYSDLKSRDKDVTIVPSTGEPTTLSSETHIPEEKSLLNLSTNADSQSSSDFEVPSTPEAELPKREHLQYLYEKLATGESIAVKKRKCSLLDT
* hit, by the source's call.

SMILES	Artemis endo inh
CCOC(=O)C1Cn2c(nc3c(c2=O)C2(CCCC2)Cc2ccccc2-3)S1 (centres undefined)	2.0
COC(=O)C1=C(N)Oc2cc(C)n(Cc3cccnc3)c(=O)c2C1c1cccc(OC)c1OC (centres undefined)	-7.0
COC(=O)c1cccc2c1-c1ccccc1/C2=N/O	-3.6
N#CCN1C(=S)N=C(Nc2cccc(Cl)c2)C12CCCCC2	2.7
O=C(NCc1ccccc1)N1CCN(c2ccccc2F)CC1	-7.2
CC1(C)CC(=O)c2sc(NC(=O)CN3CCCCC3)nc2C1	-1.7
CCCCn1c(=O)[nH]c(=O)c2c1nc(COc1ccc(C#N)cc1)n2CCC	5.1
O=C(NCc1cccs1)C1CCC(CNS(=O)(=O)c2ccc(Br)s2)CC1 (centres undefined)	-4.0
CCC(c1nnnn1C(C)(C)C)N1CCN(c2cc(Cl)ccc2C)CC1 (centres undefined)	-2.7
CC(C(=O)NC1=NCCS1)(C(F)(F)F)C(F)(F)F	-7.2
COc1ccccc1CNS(=O)(=O)c1cc(C)ccc1OC	-6.0
COc1cc2ccccc2cc1C(=O)OCC(=O)N1CCOCC1	-3.3
CC1(C)Cc2c(sc3nc(SCC(=O)NCc4ccco4)n(-c4ccccc4)c(=O)c23)CS1	17.5
Cc1ccc(NC(=O)c2ccccc2Cl)c(Cl)c1	-1.1
O=C(O)c1n[nH]c2c1CCCC2	1.8
CC(C)CCN1C(=O)c2ccc(C(=O)NCc3ccco3)cc2C1=O	-0.5
COc1ccc(CNC(=O)Cc2ccc(OC)c(S(=O)(=O)N3CCOCC3)c2)cc1	1.2
CCOc1ccc2[nH]c(=S)[nH]c2c1	-2.5
Cc1c(C)n(C(=O)CN2CCN(c3ccccc3)CC2)c2ccccc12	9.3
O=C(Nc1cccnc1)c1scc2c1OCCO2	2.0
CCOC(=O)N1CCC(NC(=O)CSCc2cnn(-c3ccccc3)c2-n2cccc2)CC1	-7.1
CCn1c(=NC(=O)CSC(C)=O)sc2cc(F)ccc21	-3.0
CC(=O)Nc1ccc(NC2(C)C(=O)c3ccccc3C2=O)cc1	2.8
Cc1ccc(NC(=S)Nc2ccc(Br)cc2)cc1	3.4
FC(F)(F)C(F)(F)C(F)(F)c1nnc2ccc(N3CCOCC3)nn12	-9.0
The list continues:
SMILES	Artemis endo inh
COC(=O)CNC(c1ccccc1)c1cc(Br)ccc1NC(=O)OCc1ccccc1 (centres undefined)	0.8
N=c1ncn(CC(O)CO)c2nc(N3CCOCC3)[nH]c12 (centres undefined)	3.4
Brc1ccc2nc(CSc3ncn[nH]3)cn2c1	-5.7
N#CC(C(=O)O)=C1CCCC1	-1.5
COc1ccccc1-c1nnc(SCC(=O)N2CCOCC2)n1-c1ccccc1	-3.0
CCn1c(SCc2nc3ccccc3[nH]2)nnc1-c1ccccc1OC	7.2
O=C1C(=O)N(CCN2CCOCC2)C(c2ccccn2)/C1=C(/O)c1ccc(F)cc1 (centres undefined)	3.6
O=C(O)CCC(=O)Nc1ccc(Br)c(Cl)c1	-3.7
O=C1/C(=C/c2cccs2)N=C(c2cccs2)N1Nc1ccccc1	8.7
CN(C)c1ccc(C(=O)OCc2ccc(Br)cc2)cc1	10.3
CCOC(=O)N1CCN(C(=O)CSc2nc3c(c(=O)n2-c2ccccc2OC)SCC3)CC1	-14.7
O=C(Nc1ccccc1)c1nn(-c2ccccc2)c(=O)cc1C(F)(F)F	1.9
Cc1ccc(S(=O)(=O)N(C)CCCC(=O)NCc2ccc3c(c2)OCO3)cc1	6.1
CC(C)c1nc2n[nH]c(N)c2c2c1CCC2	4.1
Cc1ccccc1N1CCN(c2ncnc3c2cnn3Cc2ccc(Cl)cc2)CC1	-0.9
CCOC(=O)c1[nH]c2ccc(F)cc2c1NC(=O)C1=COCCO1	-3.2
COc1ccc(S(=O)(=O)CCC(=O)O)cc1	-5.9
Cc1ccc(N(CC(O)CN2CCOCC2)S(=O)(=O)c2ccc3ccccc3c2)cc1 (centres undefined)	-3.4
CCOC(=O)C1C(=O)CC(C)(O)C(C(=O)OCC)C1c1cccs1 (centres undefined)	-7.9
CC(=O)Nc1ccc(SCC(=O)c2cc(C)n(Cc3cccs3)c2C)cc1	-2.0
O=C(NCc1ccco1)c1cccc(-c2nnc(-c3ccccc3)o2)c1	-3.3
CCOC(=O)CSc1cccc2cccnc12	-10.3
CC(C)(C)OC(=O)N1CCC[C@H]1c1nnc(SCc2c(Cl)cccc2Cl)o1	-5.9
O=C(NC1CCCCC1)C(c1ccncc1)N(Cc1ccc2c(c1)OCO2)C(=O)C(F)(F)F (centres undefined)	-7.0
COc1ccc(C(=O)COC(=O)[C@H](C)Nc2ccc(C(F)(F)F)cc2[N+](=O)[O-])c(OC)c1	-0.3

Structural class: those above containing a COOH group.
SMILES	Artemis endo inh
O=C(O)c1n[nH]c2c1CCCC2	1.8
N#CC(C(=O)O)=C1CCCC1	-1.5
O=C(O)CCC(=O)Nc1ccc(Br)c(Cl)c1	-3.7
COc1ccc(S(=O)(=O)CCC(=O)O)cc1	-5.9

Following part:
SMILES	Artemis endo inh
CCCOc1ccc(NC(=O)CC2C(=O)N(C)C(=S)N2Cc2cccs2)cc1 (centres undefined)	5.5
CCCC(c1nnnn1Cc1ccc(OC)cc1)N1CCN(c2ccccc2)CC1 (centres undefined)	1.5
O=C(Cn1cccc1C(=O)c1ccccc1)NCc1cccs1	-1.9
Cc1cccc(N2CCN(C(=O)c3ccccc3NC(=O)C3CC=CCC3C(=O)O)CC2)c1 (centres undefined)	8.1
COC(=O)C(C)Sc1ncnc2c1nnn2-c1ccc(F)cc1 (centres undefined)	4.3
CN1C(=O)OC(C)(CCc2ccccc2)C1(C)O (centres undefined)	7.1
COc1cc(NC(=O)c2ccccc2Cl)ccc1NC(=O)c1ccco1	3.1
Cc1ccc(NC(=O)c2nc[nH]c2C(=O)Nc2ccc(C)cc2)cc1	-9.7
COC(=O)CCC(=O)Nc1ccc(Br)cc1	4.3
CCOC(=O)c1ccc(N/C(=N\S(=O)(=O)c2ccccc2C)c2ccccc2)cc1	3.7
O=C(NC1CCCCCC1)c1c(F)c(F)c(F)c(F)c1F	3.4
Cc1cccc(C)c1NC(=O)C(NC(=O)c1ccccn1)c1ccc([N+](=O)[O-])cc1 (centres undefined)	-0.1
CCN1CCc2c(C#N)c(N3CCOCC3)nc(NCc3ccccc3)c2C1	7.3
COc1cccc(NC(=O)Cc2cn(C)c3ccccc23)c1	1.4
Cn1c(SCC(=O)NC2CCCCC2)nnc1-c1cccc(N)c1	-3.3
Cc1c(Br)cc(C(=O)N2CCCCCC2)c(C)c1C	11.5
COc1cc(S(=O)(=O)n2c(C)nc3ccccc32)ccc1F	-7.8
COc1ccccc1NC(=O)Cn1nnc(C(=O)Nc2ccccc2)c1N	-2.3
CC(=O)OC1CC(C)(C)N(OC(=O)CCCN2C(=O)c3ccccc3C2=O)C(C)(C)C1	7.1
Cc1ccc(S(=O)(=O)N(CC(=O)NCCSCc2ccco2)c2cc(C)ccc2C)cc1	10.3
O=C(C1=C(O)C(=O)N(CCOCCO)C1c1cccs1)c1cccs1 (centres undefined)	-2.4
C=CCn1c(O)c(N=NC(=O)c2ccc3c(c2)OCO3)c2ccccc21	3.0
COc1ccc(Cc2c(O)nc(SC)n(C(C)=O)c2=O)cc1	19.6
O=C(c1ccccc1)c1cccn1CC(=O)N1CCN(C2CCCCC2)CC1	3.7
CCCC(=O)Nc1nc2ccc(NC(=O)c3ccc(Br)o3)cc2s1	0.6
(more compounds)
SMILES	Artemis endo inh
O=C(Nc1ccc(Cl)cn1)c1cnn2cccnc12	11.3
CCCOc1ccccc1C1CC(=O)NC(C)=C1C(=O)OCC(C)C (centres undefined)	4.6
COC(=O)C1=C(C)Nc2ncnn2C1c1ccco1 (centres undefined)	-0.5
Cc1cc(N(C)C)c(C#N)c(NCc2ccccc2)n1	8.2
CC(Nc1ccccc1)c1cc(Cl)ccc1O (centres undefined)	6.2
CCOC(=O)N1CCN(CC(=O)Nc2cccc(Br)c2)CC1	-3.0
O=C(NCCCN1CCCC1=O)c1ccc(Cl)c(NS(=O)(=O)c2ccc(F)cc2)c1	-8.2
COc1ccc(OC)c(NC(=O)Cc2coc3ccc4ccccc4c23)c1	6.2
CC(=O)NC1C(OCCOc2ccc(Cl)cc2Cl)OC(COC(C)=O)C(OC(C)=O)C1OC(C)=O (centres undefined)	-0.6
COc1cccc(N(C(=O)c2ccco2)C(C(=O)NC2CCCC2)c2cccnc2)c1 (centres undefined)	-2.5
COc1nc(N)nc(CC(=O)C2CC2)n1	1.6
CC(C1CC1)N(C(=O)NC1CCS(=O)(=O)C1)c1ccccc1 (centres undefined)	2.4
C/C(=N\NC(=O)c1nc(C)cc(C)n1)c1ccccc1	6.5
COc1ccc(-c2c(N)nnc3c2[nH]c2ccccc23)cc1OC	-2.0
COc1ccc(-n2nc(C(=O)N3CCN(c4ccc(F)cc4)CC3)c3ccccc3c2=O)c(OC)c1	-3.1
COC(=O)c1ccc(NC(=O)c2ccccc2NS(C)(=O)=O)cc1	-8.9
CCOc1ccc(N(C(C)=O)c2nc(C)cc(C)c2C#N)cc1	9.2
Cc1ccc(Oc2nc3ccccc3n3c(C)nnc23)c(C)c1	-0.6
Cn1cccc1C(=O)NC(=O)COC(=O)CC12CC3CC(CC(Br)(C3)C1)C2	-3.9
CC(=O)Nc1nc2ccccc2n1CCN(C)C	-0.6
O=C(O)CCC(=O)Nc1ccc(Br)cn1	-10.4
CC(C)c1ccc(CC(C)C2C3=C(CCCC3=O)OC3=C2C(=O)CCC3)cc1 (centres undefined)	12.1
CCCOC(=O)CSc1nnc(-c2ccc(Cl)cc2Cl)o1	7.5
CCCCNC(=O)C(=O)NC(C)CCc1ccccc1 (centres undefined)	3.9
O=CN(CCN(C=O)CN1CCCCC1)CN1CCCCC1	-1.9

Four entries drawn at random from those above:
SMILES	Artemis endo inh
CCCOC(=O)CSc1nnc(-c2ccc(Cl)cc2Cl)o1	7.5
CCCCNC(=O)C(=O)NC(C)CCc1ccccc1 (centres undefined)	3.9
Cc1ccc(Oc2nc3ccccc3n3c(C)nnc23)c(C)c1	-0.6
Cc1cc(N(C)C)c(C#N)c(NCc2ccccc2)n1	8.2

(listing goes on)
SMILES	Artemis endo inh
COc1ccc(NCc2n[nH]nc2-c2ccccc2)cc1Cl	4.9
CC12CC3CC(C)(C1)CC(CN1CCOCC1)(C3)C2	-3.9
O=[N+]([O-])c1ccc(Oc2cccc(Br)c2)c2ccncc12	18.3
NC(=O)C1CCN(C(=S)c2cccs2)CC1	-0.7
CCCNC(=O)COc1ncnc2sc(C)c(C)c12	-2.7
CCOc1ccc(S(=O)(=O)NCCC(=O)NC2=NCCS2)cc1	6.6
Cn1c(CO)cnc1SCc1ccccc1	-0.5
CCOC(=O)c1cc2cc(OC)ccc2nc1C	2.4
O=C(Nc1cccc(Cl)c1)Nc1cccc(Cl)c1	-7.7
COc1cc(OC)cc(-c2nc(N)n[nH]2)c1	-0.2
O=C(N/N=C/c1ccc(O)cc1)c1csc2ccccc12	4.2
Cc1cc(NC(=O)Cn2nc(C(F)(F)F)c3c2CCC3)no1	1.6
O=C(/C=C\Nc1cccc(F)c1)c1cccs1	4.8
CN(C1CCCCC1)S(=O)(=O)c1ccc(NC(=O)C2CCCCC2C(=O)O)cc1 (centres undefined)	15.0
CCCCC(=O)Nc1nnc(C)s1	2.3
CC(=O)NCC(=O)N(Cc1ccco1)C1(C(=O)NC2CCCCC2)CCCCC1	-5.3
O=C(NCc1ccco1)c1cc2ccc(O)cc2oc1=O	9.4
O=C(CCCc1c[nH]c2ccccc12)NCc1ccc2c(c1)OCO2	-8.0
Cc1c(/C=N\NC(=O)c2csc3ccccc23)cnn1C	-5.2
O=C(NC1CCSC1=O)c1ccc(Oc2cccc(C(F)(F)F)c2)nc1 (centres undefined)	-1.1
O=C(CCN1c2ccccc2Sc2ccccc21)Nc1ccccc1	13.1
C=CCSc1nnc(-c2nnc(SCC=C)n2CC)n1CC	-6.9
COc1ccc(C2CC(c3cc(OC)ccc3OC)n3nnnc3N2)cc1 (centres undefined)	-7.0
O=C(Nc1ccc(S(=O)(=O)C(F)F)cc1)c1cccc(S(=O)(=O)N2CCOCC2)c1	-13.0
COc1ccc(CCNC(=O)c2ccncc2)cc1OC	-8.7

2 of these compounds, set out differently:
structure: COc1ccc(NCc2n[nH]nc2-c2ccccc2)cc1Cl
  Artemis endo inh: 4.9
structure: CC12CC3CC(C)(C1)CC(CN1CCOCC1)(C3)C2
  Artemis endo inh: -3.9

Remaining list, next part:
SMILES	Artemis endo inh
CCc1nnc(NC(=O)C2COc3ccccc3O2)s1 (centres undefined)	-0.8
C=CCN1C(=O)CN=C1NCc1ccccc1	2.9
Cc1ccc(Nc2nc3ccccc3o2)cc1F	5.8
O=C(CSc1nnc2ccccn12)c1ccc2c(c1)OCCO2	-5.8
Cn1cc(SCC(=O)Nc2nc3ccccc3s2)c2ccccc21	15.5
CCOC(=O)c1sc2ccccc2c1OC(=O)c1ccccc1	-12.5
CC(C)(C)c1nc2c(C#N)c(-c3ccc(Cl)cc3)ccn2n1	5.5
COCCN(C(=O)CCC(=O)Nc1ccccn1)C(C(=O)NCCC(C)C)c1ccc(OC)cc1 (centres undefined)	3.6
O=C(CSc1nc(-c2ccco2)cc(C(F)(F)F)n1)NCc1cccs1	3.5
C=CCn1c(SCc2ccc(C#N)cc2)nnc1-c1cccc(Cl)c1	-1.8
c1ccc(COc2ccc(OCCCCN3CCCCC3)cc2)cc1	3.1
COC(=O)NC(=C(Cl)Cl)S(=O)(=O)c1ccccc1	-2.8
COc1ccc(OCc2ccc(-c3nc4ccccc4c(=O)n3N)o2)cc1	6.2
CC1=C(OC(=O)c2ccccc2)C(C)(C)C(c2ccc(Br)cc2)OC1=O (centres undefined)	0.2
O=C(O)CCC(NC(=O)OCc1ccccc1)C(=O)O (centres undefined)	-4.6
CCCS(=O)(=O)N1CCCC(C(=O)NCCCN(C)Cc2ccccc2)C1 (centres undefined)	-4.7
Cc1nc(SCC(=O)Nc2ccc(C)c(F)c2)c2oc3ccccc3c2n1	0.1
O=C(c1ccccc1-c1nc(-c2ccc(F)cc2)no1)N1CCCC1	-3.9

Not all compounds are listed. The share of hits here may be higher or lower than overall.
